Source: PubChem BioAssay (several laboratories)
PolyA inh: yeast polyadenylation inhibition | calls only at 12 µM | 0.02% of 300,000 active | AID 1875 | S. cerevisiae SKY197-pL101 polyadenylation reporter, beta-gal luminescence; efflux-impaired pdr1/pdr3 knockout yeast; score 100 = 6 SD above DMSO;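 active = lowest replicate activity score at least 50, where 100 means six control SD above control mean; inconclusive = lowest score under 50 but half or more replicates reach 50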;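 note: yeast exposed to compound for 9 h at 30 °C; higher score means more reporter readthrough which indicates perturbed polyadenylation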
KLF5 inhibitor: suppresses KLF5 promoter-driven expression; DLD-1 KLF5 promoter-luciferase reporter, luminescence; inhibition, % at 5 µM; 0.23% of 290,000 active; AID 1700;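 active = inhibition above a per-plate limit of that plate's mean compound inhibition plus 3 SD, cut at about 60% in these data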;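 note: 0% = DMSO wells and 100% = LY294002 at 200 µM; higher means less KLF5 promoter-driven luciferase light; inactives centre near -14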
HSP90 refold inh: inhibitors of HSP90 luciferase refolding in rabbit reticulocyte lysate | luciferase refolding luminescence, 3 h | inhibition, % at 5.6 µM | 0.91% of 290,000 active | AID 1789;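 active = inhibition above the screen-wide mean plus 3 SD, computed separately per campaign, cut at about 16% in these data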;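 note: 0% = DMSO wells and 100% = 60 µM geldanamycin wells; inhibitors lower the luminescence because luciferase stays unfolded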
AI-2 QS modul: Vibrio harveyi AI-2 quorum sensing modulation | activity change, % at 7.5 µM | Vibrio harveyi JMH597 AI-2 luminescence/OD600 ratio, 9 h; hits give low values; strain lacks LuxN and CqsS sensors; 0 = neutral-control median | 0.4% of 300,000 active; in the data active = activity change below about -75%, passing the limit was not always enough; inconclusive = no clear call, values can overlap the other calls;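 note: luminescence divided by OD600 gain over 9 h not by final OD600 alone; inactives centre near 13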
GSK3beta inhib: inhibitors of human GSK3beta kinase; activity score (negative = inhibition), % at 10 µM; 0.038% of 300,000 active; AID 2097; GST-GSK3beta kinase, ADP-Glo luminescence, 60 min; hits give low values; P49841;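 active = more than half of replicate wells score below -50%, meaning over 50% inhibition versus plate controls; inconclusive = some replicates but at most half score below -50%; inactive = no replicate scores below -50%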;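 note: 0% = median DMSO wells and -100% = median GW8510 positive control wells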
Target sequence (P49841 whole entry, looked up): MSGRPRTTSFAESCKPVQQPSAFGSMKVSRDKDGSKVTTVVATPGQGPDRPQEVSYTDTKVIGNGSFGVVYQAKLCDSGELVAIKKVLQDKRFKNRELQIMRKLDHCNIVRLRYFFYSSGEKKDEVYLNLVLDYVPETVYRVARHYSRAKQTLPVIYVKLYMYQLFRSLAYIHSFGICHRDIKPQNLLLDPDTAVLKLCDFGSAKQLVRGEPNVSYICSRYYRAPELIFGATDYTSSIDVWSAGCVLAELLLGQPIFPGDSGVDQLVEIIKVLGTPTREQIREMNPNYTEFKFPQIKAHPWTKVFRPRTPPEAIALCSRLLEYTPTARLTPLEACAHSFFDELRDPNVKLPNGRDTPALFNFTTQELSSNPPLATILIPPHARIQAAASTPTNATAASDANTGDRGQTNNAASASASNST
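Test system – GST-tagged human GSK3beta kinase, cell-free · Incubation – 60 min enzyme reaction, room temperature · Signal – ADP-Glo luminescence · Also added – peptide substrate and ATP at 25 µM · Controls – DMSO neutral wells and GW8510 at 20 µM as positive · Buffer or medium – Tris/MgCl2 kinase buffer · Measure – Luminescence-derived activity versus plate DMSO and GW8510 wells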
HSF1 activator: increases HSF-1 driven luciferase reporter signal. NIH3T3-HGL HSF-1 luciferase reporter, MG132, 8 h; 100% = twice DMSO control signal. 1.7% of 300,000 active. activation, % at 9 µM;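 active = mean replicate activation of at least 50% with a set share of replicates each reaching 50%; inconclusive = only one of those two conditions met; inactive = mean below 50% and too few replicates reaching it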;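 note: 0% = median of the neutral control wells and 100% = twice that signal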
aSyn 5UTR inh: MLPCN primary screen, SNCA 5' untranslated region | alpha-synuclein 5'UTR reporter, inhibitor activity | AID 1813 | 0.82% of 300,000 active | inhibition, % (tested at 7.5 µM); in the data active = inhibition above about 60%; inconclusive = no clear call, values can overlap the other calls;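 note: H4 neuroglioblastoma cells stably carrying SNCA 5'UTR luciferase fusion; 0% = DMSO wells and 100% = positive control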
HSF1 inhib: HSF1 inhibition. 0.77% of 300,000 active. activity change, negative = inhibition, % at 7.5 µM (by protocol). AID 2098. NIH3T3-HGL HSE-luciferase, MG132-induced, luminescence 8 h; hits give low values;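 active = more than half of replicate wells show activity change below -50%, luminescence cut by over half; inconclusive = some wells, but at most half, below -50%; inactive = no replicate well below -50%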;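 note: luciferase reports HSF-1 transcriptional activity via heat shock element; 0% = median of DMSO wells and -100% = zero luminescence signal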
GSK3 alpha inh: human GSK-3 alpha kinase inhibition; 0.1% of 320,000 active; P49840; inhibition, % at 10 µM; ADP-Glo luminescence, 60 min;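 in the data active = inhibition above about 50%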;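 note: GST-tagged GSK-3 alpha with peptide substrate and 25 µM ATP; 0% = DMSO neutral wells and 100% = GW8510 positive control wells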
Target sequence (P49840 whole entry, looked up): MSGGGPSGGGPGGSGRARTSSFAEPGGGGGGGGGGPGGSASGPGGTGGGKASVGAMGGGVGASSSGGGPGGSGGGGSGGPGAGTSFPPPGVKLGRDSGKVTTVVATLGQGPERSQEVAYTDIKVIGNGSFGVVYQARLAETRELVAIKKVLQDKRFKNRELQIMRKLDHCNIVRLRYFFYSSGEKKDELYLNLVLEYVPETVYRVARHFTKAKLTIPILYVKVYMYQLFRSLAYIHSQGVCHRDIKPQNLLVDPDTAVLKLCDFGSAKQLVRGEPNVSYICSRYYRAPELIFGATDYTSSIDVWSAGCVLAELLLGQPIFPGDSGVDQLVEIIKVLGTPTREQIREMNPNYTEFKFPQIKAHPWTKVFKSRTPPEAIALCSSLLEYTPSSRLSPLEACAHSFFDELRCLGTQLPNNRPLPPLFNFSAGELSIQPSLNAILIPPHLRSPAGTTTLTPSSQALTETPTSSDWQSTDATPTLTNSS
IEC-6 tox: kills IEC-6 intestinal cells in KLF5 counter-screen; IEC-6 cytotoxicity, luminescence viability; inhibition, % at 5 µM; 0.78% of 290,000 active; AID 1825; in the data active = inhibition above about 22%;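 note: 0% = plate median of test compound wells and 100% = cytotoxic reference compound wells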
Active calls of the source: *; i = inactive; u = inconclusive; x = no result given. These rows are one share of the data. The share of hits here may be higher or lower than overall.

SMILES	PolyA inh	KLF5 inhibitor	HSP90 refold inh	AI-2 QS modul	GSK3beta inhib	HSF1 activator	aSyn 5UTR inh	HSF1 inhib	GSK3 alpha inh	IEC-6 tox
CC(=O)N1CCN(S(=O)(=O)c2cccc(C(=O)NC3CCCc4ccccc43)c2)CC1 (centres undefined)	i	-4	2	35	-4	-5	18	5	-1	1
COc1ccc(-c2ccc(CCC(=O)O)n2Cc2ccco2)cc1	i	11	2	5	-1	-4	-34	-2	-2	-1
COC(=O)c1ccc(NC(=O)c2ccc3c(c2)C(=O)N(Cc2cccnc2)C3=O)cc1	i	-44	0	10	-3	-1	-24	-8	0	-8
O=C(NCCc1ccc(Cl)cc1)c1cc(S(=O)(=O)N2CCCCC2)c[nH]1	i	-25	38*	6	6	10	30	0	-2	0
O=c1c2sccc2[nH]c(=S)n1-c1ccccc1	i	7	5	25	3	2	11	-5	-2	0
Cc1onc(C(=O)N2CCN(Cc3ccccc3)CC2)c1[N+](=O)[O-]	i	2	-6	u	-2	10	-26	-1	x	-9
Cc1c(Cl)cccc1NC(=S)NC1CCN(C(C)C)CC1	i	7	-1	0	-2	9	7	3	1	-4
CCOC(=O)C1=C(CN2CCSCC2)NC(=O)NC1c1cccc([N+](=O)[O-])c1 (centres undefined)	i	13	-3	12	2	1	-6	8	-1	-7
NC(=O)C[n+]1cccc(C(=O)Nc2ccccc2)c1	i	-35	1	38	0	-9	-1	3	-2	-12
CCOC(=O)C(=O)Nc1cc(C(=O)OC)cc(C(=O)OC)c1	i	-1	3	-1	-2	5	-2	-8	-4	2
COc1ccc(CNC(=O)[C@H](C)NC(=O)[C@@H]2Cc3ccccc3CN2)cc1	i	-30	-3	12	3	1	5	-6	-2	6
O=C(CN1CCC(NC(=O)c2ccccc2F)CC1)NCc1ccc(F)cc1	i	-18	4	26	0	21	-6	6	0	4
O=C(NCc1ccco1)C1CC(c2ccc(F)cc2)=NO1 (centres undefined)	i	-33	-2	20	-2	1	-2	1	2	-4
Cc1ccc(S(=O)(=O)Nc2cc(=O)[nH]c(SCc3ccccc3Cl)n2)cc1	i	-23	-2	5	3	-7	29	-4	5	-2
CCOC(=O)c1ccc(NC(=O)CSc2nc3ncccc3[nH]2)cc1	i	-24	0	-91*	3	9	-6	11	-2	1
COc1ccc(OC)c(C(c2nnnn2CCc2ccccc2)N2CCC(C(N)=O)CC2)c1 (centres undefined)	i	-29	0	16	3	26	14	3	-1	0
Cc1nc(-c2ccccn2)nc(N(C)c2ccccc2)c1Cl	i	-42	1	12	4	21	-36	3	-1	10
COc1cc(/C=N/NC(=O)Cc2csc(N3CCOCC3)n2)cc(OC)c1O	i	11	6	21	-3	-4	-3	1	4	-2
CCOC(=O)c1c(C)n(C)c2ccc(OC(=O)c3ccoc3)cc12	i	-24	-2	9	0	x	-1	x	2	0
COc1ccc(-c2cc(C(F)(F)F)nc(SCC(=O)Nc3cc(C)on3)n2)cc1OC	i	-2	0	2	4	4	2	-1	3	-2

An excerpt from above with just AI-2 QS modul and PolyA inh.
Structure | AI-2 QS modul | PolyA inh
CC(=O)N1CCN(S(=O)(=O)c2cccc(C(=O)NC3CCCc4ccccc43)c2)CC1 (centres undefined) | 35 | i
COc1ccc(-c2ccc(CCC(=O)O)n2Cc2ccco2)cc1 | 5 | i

(listing goes on)
SMILES	PolyA inh	KLF5 inhibitor	HSP90 refold inh	AI-2 QS modul	GSK3beta inhib	HSF1 activator	aSyn 5UTR inh	HSF1 inhib	GSK3 alpha inh	IEC-6 tox
COC(CNC(=O)CCCn1nnnc1CN1CCOCC1)c1cccs1 (centres undefined)	i	-16	1	-1	-2	1	1	-4	x	-6
O=C(Nc1ccncc1)c1cccc2ccccc12	i	-8	-1	20	-12	0	-3	0	3	1
CC(=O)Nc1ccc(Oc2ccc(-c3noc(C)n3)cc2)cc1	i	-40	6	14	2	20	-41	5	x	-1
O=C(NCCNC(=O)c1ccccc1O)c1ccccc1O	i	-15	-1	21	-1	0	-15	-3	-2	0
COc1ccc(S(=O)(=O)N(CC(=O)N2CCCC2)Cc2ccccc2)cc1	i	-39	-3	5	-2	6	1	-2	7	1
Cc1ccccc1OCC(=O)N/N=C/c1ccc(N(C)C)cc1	i	-9	3	28	-2	14	14	0	-2	-3
CCOc1ccc(-c2c(C(=O)N/N=C(\C)c3ccccc3OC)nnn2-c2nonc2N)cc1	i	-13	-4	32	-4	-2	15	-3	-1	-4
CSc1ccc(S(=O)(=O)NCc2ccc(C)cc2)cc1	i	-4	2	14	7	14	12	3	-1	-1
CC1CCCN(c2ccc(C(=O)NCc3cccs3)cn2)C1 (centres undefined)	i	-65	-2	16	-1	18	-85	25	0	5
Cc1cccc(C(=O)N2CCC(c3nc4ccccc4s3)CC2)c1	i	-20	-3	1	2	-7	-1	-1	11	1
CC(C)(C)OC(=O)N1CCC(CNC(=O)c2ccccc2)CC1	i	1	-6	24	3	-2	8	-2	1	-1
CCN1CCN(CC(=O)Nc2cc(C)on2)CC1	i	6	4	0	1	-12	14	-6	1	1
COCC(=O)N/N=C\c1ccccc1OC/C=C/c1ccccc1	i	-141	-5	17	-2	16	-95	18	-1	1
COC(=O)c1cc(S(=O)(=O)N2CCC(c3cc(OC)ccc3OC)C2)c[nH]1 (centres undefined)	i	-26	2	18	3	-1	-7	-4	-2	10
CCn1nc(C)c(CN2CCN(Cc3cccc(OC)c3)C(CCO)C2)c1C (centres undefined)	i	-40	-5	5	-4	-13	-8	3	-1	0
COc1ccc(NC(=O)C2CCN(C(=O)C3CC(=O)N(c4ccc(C)cc4)C3)CC2)cc1 (centres undefined)	i	-6	2	2	-1	9	0	-1	x	1
COc1ccc(CCNC(=O)Cc2cc(OC)c(OC)cc2Br)cc1OC	i	-37	34*	8	-3	-5	16	1	-5	-1
CN(Cc1ccccc1)c1nc(N)nc(Cl)c1C=O	i	-13	-3	14	0	-7	-22	-2	-2	-5
OCCCc1nc2ccccc2[nH]1	i	-15	2	2	-3	12	1	6	-1	0
O=C(CCc1nc2ccccc2[nH]1)NC1CCCCC1	i	-22	-2	-10	-4	-6	16	2	2	-2
CCOc1ccc(N(CC(=O)Nc2ccc(C)c(C)c2)S(=O)(=O)c2c(C)[nH]c(=O)[nH]c2=O)cc1	i	-23	1	22	6	-17	-8	-6	-4	4
COc1ccc(NC(=O)CSc2cn[nH]n2)c(OC)c1	i	-15	-2	24	0	-7	3	-14	-1	-5
COc1ccccc1NC(=O)CN1CCC(n2nnc3cc(F)ccc32)CC1	i	0	-2	12	-1	33	6	9	0	2
CN1CCc2c(sc(NC(=O)c3ccc([N+](=O)[O-])o3)c2C(N)=O)C1	i	34	4	-102*	-4	-18	86*	2	-1	101*
COc1cc(NC(=O)CNc2cccc(S(=O)(=O)N3CCCC3)c2)cc(OC)c1	i	-20	-4	-1	-3	22	10	6	2	2
Oc1ccccc1/C=N/Nc1ncc(Br)cn1	i	-77	3	11	-7	u	5	37	7	-5
CC1CCCN(c2ncnc3c2cnn3-c2ccccc2)C1 (centres undefined)	i	x	x	29	-2	-68	u	-61*	0	x
CCC(CC)NC(=O)COC(=O)c1ccc(NS(=O)(=O)c2ccc3c(c2)OCCO3)cc1	i	-13	2	17	3	-20	4	-8	-2	-1
Cc1cc(NC(=O)CS(=O)(=O)c2c[nH]c3ccccc23)no1	i	-10	-5	17	-4	-7	3	-1	1	-1
C=CCn1cc(/C=N/Nc2nc3ccccc3[nH]2)c2ccccc21	i	-31	-1	4	1	268*	-195	181	-3	23*
COc1ccc(C(=O)O/N=C(/c2ccccc2)c2ccncc2)cc1	i	-47	-1	6	1	4	-72	2	2	-5
CCOC(=O)N1CCC(NC(=O)c2cnn3c(C(F)(F)F)cc(-c4cccc(OC)c4)nc23)CC1	i	x	x	10	-5	-10	21	-1	-3	x
Cc1cccc(CCN=c2c([N+](=O)[O-])nn(-c3ccccc3)n2O)c1	i	-9	7	5	2	3	-1	-2	-3	4
CCC(C)(C)C(=O)Nc1nnc(CCc2ccccc2)s1	i	-121	-6	25	-5	22	-141	20	-8	-1
C=C(C)C(=O)Nc1cccnc1Oc1ccc(F)cc1F	i	-2	10	10	-1	-7	9	-2	0	-1
CCN(CC(=O)Nc1cc(Cl)ccc1C)C(=O)C1CC(=O)N(Cc2ccccc2)C1 (centres undefined)	i	x	x	38	1	24	7	3	1	x
Cc1ccc(SCCNC(=S)Nc2ccc(C)c(C)c2)cc1	i	-12	0	7	1	8	-8	2	-1	-1
CC(C)c1c(C(=O)N/N=C/c2ccccc2C(=O)O)nnn1-c1nonc1N	i	-15	5	9	-1	-6	-1	0	1	3
Cc1ccc(-c2nc(CS(=O)CC(=O)NCCC(C)C)c(C)o2)cc1 (centres undefined)	i	-26	-1	31	-2	-3	4	0	-4	0
c1cn(-c2ccc(-c3ccnc4ncnn34)cc2)cn1	i	-8	-6	-34	1	2	27	1	3	0
O=C(CN1CCN(Cc2ccccc2)CC1)Nc1nnc(C(F)(F)F)s1	i	-26	-1	29	2	-13	-9	-11	8	2
COc1ccc(NC(=O)CN(C)Cc2cccs2)cc1Cl	i	-15	1	13	0	-2	-13	7	2	0
CCOc1ccc(-c2nnc3sc(COc4ccc(Cl)cc4)nn23)cc1	x	-8	1	25	2	x	x	x	-1	0
COc1ccc(CCNC2CC(C)N(C)CC2C)cc1OC (centres undefined)	i	-14	3	10	3	-5	-13	-10	1	-2
Cc1cccc(Cn2c(=O)c3c(nc4n3CCN4Cc3ccco3)n(C)c2=O)c1	i	12	0	12	-1	12	24	9	-1	-2
Cc1ccc(S(=O)(=O)C2(C(=O)Nc3cccc(F)c3)CC2)cc1	i	8	-6	23	0	15	-3	-1	0	-3
CC(O)CNc1nc2c(c(=O)n(C)c(=O)n2C)n1C/C=C/c1ccccc1 (centres undefined)	i	1	1	21	-1	2	20	-2	-1	8
C=C(C)c1cccc(C(C)(C)NC(=O)Nc2cc(C)ccc2OC)c1	i	6	-2	11	0	-4	10	0	0	-12
CC(C)(C)C(=O)N1CCN(c2ccc([N+](=O)[O-])c(-n3nc(-c4ccccc4)c4ccccc4c3=O)c2)CC1	i	-10	5	26	-1	9	15	-4	x	-2
CCOC(=O)CN1C(=O)/C(=C2\SC(=S)N(NC(=O)c3cccnc3)C2=O)c2ccccc21	i	-19	1	11	-1	6	7	-3	0	-8
COc1ccc(OCCCn2ccnc2)cc1	i	-28	-3	-2	-1	-10	24	-8	1	-8
O=C(CNC(=O)c1ccc(Br)o1)Nc1ccncc1	i	x	x	7	12	27	3	0	x	x
